Tb PGK inh: blocks T. brucei phosphoglycerate kinase | 0.043% of 380,000 active | PGK/GAPDH coupled, Kinase-Glo luminescence, 60 min | P07378 | Potency, µM (series often up to 57.5 µM), for inactives: at the top dose activity change, negative = inhibition, hits mostly inhibitors | AID 602233; also: potency is read from the fitted curve at half-maximal effect; % is scaled to controls: 0 for no effect and ±100 for the full control effect; nearly all actives have a fitted effect of over 60% in size
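Recombinant glycosomal PGK reaction used 1,3-bisphosphoglycerate generated in-well by GAPDH (100nM final) in 100mM TEA pH 7.6, 5mM MgCl2, 0.01% Tween-20. After 60 minutes at room temperature, ATP was read by Kinase-Glo Plus luminescence end-point.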
USP1 inh: inhibitors of human USP1/UAF1 deubiquitinase; O94782; recombinant USP1/UAF1, Ub-Rhodamine cleavage fluorescence; Potency, µM (top dose mostly 57.1 µM), without a hit: at the top dose activity change, negative = inhibition, usual class: inhibitors; 0.23% of 390,000 active; also: potency is read from the fitted curve at half-maximal effect; % is scaled to controls: 0 for no effect and ±100 for the full control effect; nearly all actives have a fitted effect of over 60% in size; inactives centre near -12
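1 nM enzyme complex + cpd, 15 min RT; start with Ub-Rho 150nM final; kinetic fluorescence ex 480/em 540, 6 reads q60 s. Buffer 50mM HEPES pH 7.8, 0.5mM EDTA, 0.1 mg/ml BSA, 1mM TCEP, 0.01% Tween-20.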
PI4K2A inh: inhibitors of human PI4K2A; 0.13% of 420,000 active; AID 1346378; activity change, negative = inhibition, % at 76.9 µM; purified PI4K2A, ADP-Glo luminescence, 1 h; active compounds read low; Q9BTU6; in the data active = activity change below about -50%; inconclusive = mostly about -30% to -49%;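 also: -100% = wells without enzyme as full effect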
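In this quantitative HTS, ADP production by PI4K2A was quantified luminescently after 1 h at ambient temperature; 100 microM adenosine served as plate-quality control.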
HP1b chromo inh: blocks HP1-beta chromodomain binding to methylated histone tails. P83916. AlphaScreen HP1-beta / biotin-H3K9me3 peptide binding. Potency, µM (highest dose often 114 µM), without a hit: at the top dose activity change, negative = inhibition, most hits filed as inhibitors. 0.56% of 390,000 active. AID 540317; also: potency is read from the fitted curve at half-maximal effect; nearly all actives have a fitted effect of over 70% in size; inactives centre near 23
Target sequence (P83916 whole entry, looked up): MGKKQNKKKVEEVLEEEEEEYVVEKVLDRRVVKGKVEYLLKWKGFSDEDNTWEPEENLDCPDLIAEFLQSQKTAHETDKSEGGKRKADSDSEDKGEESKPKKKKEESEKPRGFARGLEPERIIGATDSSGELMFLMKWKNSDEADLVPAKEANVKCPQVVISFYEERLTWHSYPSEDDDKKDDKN
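Compound inhibition of the preformed complex between 50 nM HP1-beta and 50 nM biotinylated H3K9me3 peptide was read by AlphaScreen. Buffer was PBS pH 7.4 with 0.01% Tween-20. Incubations ran 30 min at room temperature, with 10 ug/mL donor/acceptor beads.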
Pin1 inhibitor: inhibitors of human Pin1; Q13526; Pin1 FP peptide displacement, HiFluor488, 10 min; Potency, µM (top dose mostly 115 µM), for inactives: at the highest dose activity, negative = inhibition, hits mostly inhibitors; 0.009% of 390,000 active; active = well fitted inhibition curve with a large enough effect in the polarisation, with a control signal flat, not every such curve was filed as active; inconclusive = small, poorly fitted or top-dose-only effect, or effect the other way, or a change in a side signal; inactive = no such curve, though single readings can be large or run the other way; the % refers to the polarisation; also: potency is read from the fitted curve at half-maximal effect; % is scaled to controls: 0 for no effect and ±100 for the full control effect
Target sequence (Q13526 whole entry, looked up): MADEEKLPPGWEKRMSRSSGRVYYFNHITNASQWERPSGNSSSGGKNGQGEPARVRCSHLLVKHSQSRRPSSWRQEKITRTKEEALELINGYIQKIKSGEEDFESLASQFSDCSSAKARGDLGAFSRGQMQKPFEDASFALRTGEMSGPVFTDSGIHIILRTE
TrxR1 substrate: substrates of rat thioredoxin reductase 1; O89049; purified TrxR1 substrate turnover, NADPH consumption readout; 0.01% of 390,000 active; Potency, µM (series often up to 114 µM), for the others: at the top dose activity change, negative = substrate turnover; also: potency is read from the fitted curve at half-maximal effect; % is scaled to controls: 0 for no effect and ±100 for the full control effect; nearly all actives have a fitted effect of over 50% in size
Target sequence (O89049 whole entry, looked up): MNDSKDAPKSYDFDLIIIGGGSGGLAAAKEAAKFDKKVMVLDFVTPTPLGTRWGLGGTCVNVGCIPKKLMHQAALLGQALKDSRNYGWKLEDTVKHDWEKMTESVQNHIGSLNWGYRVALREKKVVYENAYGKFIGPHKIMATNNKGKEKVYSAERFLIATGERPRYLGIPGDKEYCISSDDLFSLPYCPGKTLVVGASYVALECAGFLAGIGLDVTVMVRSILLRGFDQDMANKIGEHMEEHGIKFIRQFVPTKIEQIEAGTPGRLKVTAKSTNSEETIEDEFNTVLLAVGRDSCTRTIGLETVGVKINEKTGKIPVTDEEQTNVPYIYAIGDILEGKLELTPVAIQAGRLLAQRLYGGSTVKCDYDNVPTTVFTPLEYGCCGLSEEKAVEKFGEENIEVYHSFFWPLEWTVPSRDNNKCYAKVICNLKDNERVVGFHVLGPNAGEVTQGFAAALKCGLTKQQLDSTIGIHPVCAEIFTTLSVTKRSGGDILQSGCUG
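Rat TrxR1, dispensed at 90 nM, was prereduced with 400 uM NADPH (final) for 5 min at ~22 deg C, then incubated with compound 15 min before 400 uM selenite. A first-read NADPH fluorescence drop versus no-compound background flagged substrates.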
rTrxR1 inhibitor: blocks rat thioredoxin reductase 1; O89049; recombinant rTrxR1, NADPH fluorescence consumption, selenite substrate; Potency, µM (doses to about 114 µM), inactives show at the top dose activity change, negative = inhibition, hits mostly inhibitors; 1% of 390,000 active; also: potency is read from the fitted curve at half-maximal effect; % is scaled to controls: 0 for no effect and ±100 for the full control effect; nearly all actives have a fitted effect of over 65% in size
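Rat TrxR1 (90 nM in the dispensed reagent) was pre-reduced with 400 uM NADPH for 5 min at room temperature, then incubated with compound for 15 min. After 400 uM selenite was added, NADPH fluorescence (Ex 340/Em 450 nm) was followed for 8 min.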
mIDH1 inhibitor: blocks human mutant IDH1 R132H enzyme; IDH1-R132H enzyme, NADPH consumption, diaphorase/resazurin fluorescence; Potency, µM (doses to about 76.6 µM), for the others: at the top dose activity change, negative = inhibition, hits mostly inhibitors; 0.093% of 390,000 active; O75874; also: potency is read from the fitted curve at half-maximal effect; % is scaled to controls: 0 for no effect and ±100 for the full control effect; nearly all actives have a fitted effect of over 65% in size
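IDH1-R132H (0.5 ug/mL dispensed) in pH 7.5 Tris buffer was preincubated 30 min with compound, then given a substrate mix of 0.016 mM NADPH and 2 mM alpha-KG for 80 min at room temperature; remaining NADPH was read by diaphorase/resazurin fluorescence.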
GLS inhibitor: blocks human kidney-isoform glutaminase activity; AID 624170; 0.21% of 410,000 active; GLS enzymatic activity, qHTS titration; Potency, µM (series often up to 45.5 µM), without a hit: at the highest dose activity change, negative = inhibition, most hits filed as inhibitors; O94925; also: potency is read from the fitted curve at half-maximal effect; % is scaled to controls: 0 for no effect and ±100 for the full control effect
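Coupled fluorescence readout: glutamate oxidase/HRP/Amplex Red detect glutamate formed by hKGA from L-glutamine (1 mM solution added). Buffer 45 mM KH2PO4 pH 8.2, 0.02% Tween-20; reads at t0 and 30 min RT.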
Starred values were filed as active, the others as inactive; i = inactive; ? = inconclusive; . = not tested or not shown; & = joins results of further samples; [ ] = another dose, or the depositor's remark. Unless noted, calls follow the shape of the dose curve; as a rule, active = well fitted curve in the direction sought with a large enough effect; inconclusive = small, poorly fitted or top-dose-only effect, or another doubt; inactive = no such curve, though single readings can be large; an effect the other way counts as inactive or inconclusive. Only part of the results is shown (hit frequency here may not be typical).

item	structure	Tb PGK inh	USP1 inh	PI4K2A inh	HP1b chromo inh	Pin1 inhibitor	TrxR1 substrate	rTrxR1 inhibitor	mIDH1 inhibitor	GLS inhibitor
1	CN(CC(=O)Nc1ccc(F)cc1)C(=O)CN1C(=O)NC2(CCCCC2)C1=O	-3%	-4%	5	10%[57 µM]	-1%	3%[2.29 µM]	-17%[57.1 µM]	2%	4%
2	O=C(NN1C(=O)/C(=C/c2cccs2)SC1=S)c1cccnc1	-5%	-26%	14	20%	6%	-5%	-6%	-2%	1%
3	COCC1CCCCN1C(=O)c1cccc(OC2CCN(C(=O)C3CC3)CC2)c1 (stereo unspecified)	-11%	-10%	1	23%	1%	-2%	-17%	7%	-2%
4	CCOCCCNC(=O)C(c1ccc(C)cc1)N(Cc1cccs1)C(=O)c1ccccn1 (stereo unspecified)	-1%	-18%	0	12%	3%	-9%	25%[57.1 µM]	9%	-8%
5	COCCCNc1nc(N)c([N+](=O)[O-])c(NC2CCCCC2)n1	1%	-20%	1	28%	-7%	-11%	-12%	-3%	5%
6	O=C(NC(NC(=S)Nc1ccccc1C(=O)O)C(Cl)(Cl)Cl)c1ccco1 (stereo unspecified)	-3%	-1%	1	-27%	-14%	18%	?	3%	4%
7	CCCCC(=O)Nc1ccc(C(=O)NNC(=S)NC(=O)c2ccco2)cc1	-1%	-24%	-4	16%	0%	-4%	-30%	-5%	-1%
8	COc1ccc(S(=O)(=O)NCc2cccnc2)cc1Br	9%	-5%	1	51%[activator]	1%	3%	10%	-2%	-2%
9	C=CCn1c(N)c(C(=O)N2CCN(C)CC2)sc1=S	3%	-10%	-4	-8%	-1%	2%	11%	-5%	-1%
10	N#CC1(NC(=O)COC(=O)Cc2c[nH]c3ccccc23)CCCCC1	-6%	?	0	.	.	.	.	11%	11%
11	CCCCc1n[nH]c(=S)n1Cc1ccc(Cl)cc1	i	?	5	19%	3%	0%	-3%	6%	?
12	CCc1cccc(NS(=O)(=O)c2ccc3c(c2)N(CC(=O)OC)C(=O)CS3)c1	-4%	-23%	-3	37%	0%	-6%	10%	-11%	7%
13	N#Cc1ccccc1OCC(=O)NCC(c1cccs1)N1CCOCC1 (stereo unspecified)	-8%	-8%	-1	25%	10%	-4%	-10%	1%	4%
14	O=C(c1ccc(S(=O)(=O)N2CCOCC2)cc1)N1CCN=C1SCc1cccnc1	2%	1%	6	19%	-1%	6%	13%	0%	4%
15	CC1=CC(=O)c2ccccc2C1=O	2%	?	-5&0&4	33%&24%	-2%&4%	-1%&-7%	-3%&1%	1%&5%	11%&4%&-11%
16	O=C(CSc1nnc(COc2ccc(Cl)cc2Cl)o1)Nc1ccccn1	-4%	-10%	2	22%	6%	1%	-18%	3%	0%
17	Cc1cc(NC(=O)Cn2cnc3sc(C)c(C)c3c2=O)no1	-7%	-4%	2	11%	0%	7%	27%	0%	-4%
18	COc1ccc(C(=O)Nc2ccc(N3CCCC3)cc2)cc1	-2%	-18%	-3	?	2%	-13%	-30%	2%	-6%
19	CC(=O)c1c(C)oc2c(Br)cc(NS(=O)(=O)c3ccc(Br)cc3)cc12	i	-28%	-2	32%	8%	4%[57.1 µM]	2%[57.1 µM]	5%	2%
20	O=C(COC(=O)CCc1c[nH]c2ccccc12)NCc1ccc(Cl)cc1	-4%	-19%	2	10%	-4%	11%[57.1 µM]	4%[57.1 µM]	4%	-7%
21	CCc1c(C)nc2ncnn2c1N1CCC(C(=O)NCc2cccc(OC)c2)CC1	5%	-14%	0	-17%	-1%	-7%	10%	5%	16%
22	CCc1nc2oc3cc(OC)ccc3c(=O)c2c(=O)n1Cc1ccccc1	0%	-6%	-2	10%	0%	5%	20%	3%	0%
23	Cc1ccc(C)c(NC(=O)COC(=O)c2cccc(S(=O)(=O)N3CCCC3)c2)c1	-1%	-17%	2	.	.	.	.	8%	-11%
24	CC1(C)CC(=O)C2=C(C1)N(CC1CCCO1)C(=O)C2(NC(=O)c1cccnc1)C(F)(F)F (stereo unspecified)	10%	-15%	2	19%	-4%	-8%	-2%	-2%	-1%
25	CC(=O)Nc1ccc(NC(=O)/C=C/c2cccc(C(F)(F)F)c2)cc1	i	-4%	2	1%	8%	3%[57.1 µM]	6%[57.1 µM]	-3%	3%
26	COc1ccccc1/C=C/c1nc(S(=O)(=O)c2ccccc2)c(N2CCC(C(N)=O)CC2)o1	-1%	-26%	-8	15%	8%	118%[activator]	2%	-2%	-1%
27	COCCNCc1ccccc1[N+](=O)[O-]	2%	-2%	5	20%	2%	-1%	0%	-11%	-2%
28	O=C(COc1ccc2c3c(c(=O)oc2c1)CCC3)NCCCN1CCOCC1	-10%	-15%	2	34%	-12%	17%	15%	-1%	-3%
29	C=CCn1c(=O)c2c3c(sc2n2c(Nc4ccccc4)nnc12)CCCC3	i	-10%	2	-10%	3%	-12%	-7%	-7%	23%
30	CCOC(=O)C(NC(C)=O)(OCc1ccc(F)cc1)C(F)(F)F (stereo unspecified)	-3%	-7%	1	14%	-4%	8%[57.1 µM]	17%[57.1 µM]	4%	-1%
31	O=C(NC(Cc1c[nH]c2ccccc12)C(=O)N/N=C/c1ccc(Cl)cc1)c1cccs1 (stereo unspecified)	-6%	-17%	0	?	1%	1%[57.1 µM]	21%[57.1 µM]	0%	1%
32	CC(=O)Nc1ccc(NC(=O)c2c(C)nc3ccccn23)cc1	9%[11.5 µM]	-14%	-3	17%	-1%	-11%	-4%	-2%	-2%
33	COc1ccnc(N=CNOCc2ccc(F)cc2Cl)c1C#N	-4%	-12%	-6	1%	-1%	32%	18%[57.1 µM]	6%	2%
34	CN(CC(=O)NCC1CCCO1)S(=O)(=O)c1ccc(Br)cc1 (stereo unspecified)	-3%	-6%	4	34%	-2%	-13%	-12%	5%	-9%
35	C=CCN(c1ccccc1)S(=O)(=O)c1cccc(C(=O)NCC(c2ccc(F)cc2)N2CCOCC2)c1 (stereo unspecified)	3%	-22%	0	28%	-5%	-1%	8%	3%	4%
36	O=C(c1cccnc1)N1CCN(c2ccc(Cl)cc2)CC1	-2%	-12%	-2	26%	-1%	-7%	-4%	9%	-4%
37	C/C(=N\Nc1nc(N2CCOCC2)nc(N2CCOCC2)n1)c1cccc([N+](=O)[O-])c1	i	-6%	3	23%	-7%	9%[57.1 µM]	29%[57.1 µM]	-6%	10%
38	C[C@H](NC(=O)c1nc[nH]c1C(=O)NCCCCCN)C(=O)OC(C)(C)C	i	-28%	-10	13%	-12%	14%[57.1 µM]	18%[57.1 µM]	7%	8%
39	Cc1cccc(NC(=O)c2cc(Cl)nc3ccccc23)n1	-6%	-2%	-2	17%	-1%	-5%[57.1 µM]	-3%[57.1 µM]	2%	17%
40	CC(C)OC(=O)c1cc2c(=O)[nH]c(C(Cl)(Cl)Cl)nc2o1	i	-19%	1	25%	-2%	-2%	?	6%	13%
41	O=C(Cn1ncc2c3ccccc3n(Cc3ccccc3)c2c1=O)NCc1ccccn1	8%	-22%&-13%	-3&-6	64%&47%[activator]	7%&1%	10%&11%	9%&8%	11%&-8%	-8%&-7%
42	COC(=O)c1c(CSc2ccc(C)c(C)c2)noc1C(=O)NCc1ccc(OC)cc1	i	-22%	-4	102%[activator]	7%	3%	23%	9%	-5%
43	CC(C)N1CC(C(=O)Nc2ccc(Cl)c(Cl)c2)CC1=O (stereo unspecified)	-2%	7%	-2	7%	-2%	-1%	26%	-1%	3%
44	CCCN(CC(=O)Nc1ccccc1C)C(=O)CSc1ccccc1C	i	-22%	-4	28%	1%	3%	26%	-3%	2%
45	Cc1ccc(NC(=O)COc2cccc(-n3cnnn3)c2)cc1S(=O)(=O)N1CCOCC1	6%	-16%	-2	38%	13%	3%	16%	-3%	10%
46	C=C1CCN(c2ccc(C(=O)NCc3ccc(OC)cc3)cc2[N+](=O)[O-])CC1	0%	?	-1	3%	-9%	-8%	8%	9%	-6%
47	CCOC(=O)C1CCN(C(=O)Cc2ccc(C)cc2)CC1	-9%	-3%	-9	3%	-6%	-2%	15%[57.1 µM]	5%	9%
48	COc1ccc(/C=N/NC(=O)c2cccnc2)cc1CN1CCc2cc(OC)c(OC)cc2C1C (stereo unspecified)	4%	-15%	-5	15%	2%	2%[57.1 µM]	-11%[57.1 µM]	3%	-3%
49	COc1ccccc1C(=O)Oc1ccc2ccc(=O)oc2c1	-8%	-9%	4	-6%	4%	13%	?	-6%	1%
50	CCn1cc(C(=O)NCc2ccco2)c(=O)c2cc(S(=O)(=O)N3CCC(C)CC3)ccc21	-6%	-17%	-1	3%	3%	-8%	-12%	33µM*	-6%
51	O=C(NC1CCCC1)C1CCN(C(=O)c2cccc(Cl)c2)CC1	5%	-20%	2	-6%	1%	-2%	2%	-10%	0%
52	O=C(CN1C2CCC1CC(NC(=O)C1CC1)C2)NCc1ccccc1 (stereo unspecified)	i	-7%	-1	34%	-5%	-4%	12%	-6%	3%
53	COc1ccc(Cn2nnc(C(=O)Nc3cc(OC)ccc3OC)c2N)cc1	-6%	-24%	-13	32%	?	4%	4%	10%	1%
